# NALP1 inh: inhibitors of NALP1 inflammasome in yeast; inhibition, % at 10 µM; 280,000 compounds, 0.61% hits; S. cerevisiae NALP1/ASC/caspase-1 growth, X-gal OD620, 72 h; in the data active = inhibition mostly above about 24%, no sharp cut-off; inactive = mostly below about 32%; also: some compounds called inactive have numbers as strong as hits
# IDE act: boosts human insulin-degrading enzyme activity in HEK cells. P14735. FAbeta-B cleavage, fluorescence polarization; 0% vehicle, 100% cell-free pure enzyme wells. activation, % at 5.96 µM. 340,000 compounds, 0.073% hits. AID 493087;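 active = activation above the mean of all tested compounds plus 3 SD, set per screening campaign, cut at about 17% in these data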
# Target sequence (P14735 whole entry, looked up): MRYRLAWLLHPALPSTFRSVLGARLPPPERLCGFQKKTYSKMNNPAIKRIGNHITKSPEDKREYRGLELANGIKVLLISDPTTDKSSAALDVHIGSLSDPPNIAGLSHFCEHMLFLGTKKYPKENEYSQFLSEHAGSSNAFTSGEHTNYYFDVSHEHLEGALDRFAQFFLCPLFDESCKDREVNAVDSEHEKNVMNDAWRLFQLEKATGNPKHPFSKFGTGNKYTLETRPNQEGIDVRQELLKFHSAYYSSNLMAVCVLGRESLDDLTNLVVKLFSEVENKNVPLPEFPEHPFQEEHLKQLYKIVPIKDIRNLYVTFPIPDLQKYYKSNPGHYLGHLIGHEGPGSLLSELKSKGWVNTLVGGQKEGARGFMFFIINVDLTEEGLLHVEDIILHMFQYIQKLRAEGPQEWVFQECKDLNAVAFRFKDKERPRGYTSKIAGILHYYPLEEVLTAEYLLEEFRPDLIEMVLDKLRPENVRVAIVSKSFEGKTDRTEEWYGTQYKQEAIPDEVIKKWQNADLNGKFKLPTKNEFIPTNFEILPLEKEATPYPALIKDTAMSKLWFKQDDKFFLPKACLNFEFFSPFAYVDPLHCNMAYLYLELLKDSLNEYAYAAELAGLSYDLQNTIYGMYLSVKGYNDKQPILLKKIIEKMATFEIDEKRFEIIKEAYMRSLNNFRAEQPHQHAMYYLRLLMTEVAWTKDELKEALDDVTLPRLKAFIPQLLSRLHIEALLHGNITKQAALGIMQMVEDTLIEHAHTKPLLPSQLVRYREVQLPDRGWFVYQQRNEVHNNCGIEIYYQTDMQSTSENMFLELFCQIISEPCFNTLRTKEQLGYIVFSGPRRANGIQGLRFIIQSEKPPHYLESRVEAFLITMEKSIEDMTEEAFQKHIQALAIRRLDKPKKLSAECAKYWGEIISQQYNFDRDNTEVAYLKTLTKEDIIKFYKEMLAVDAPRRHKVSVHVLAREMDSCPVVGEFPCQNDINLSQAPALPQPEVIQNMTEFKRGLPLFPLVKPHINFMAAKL
# pCIP destab: compounds decreasing mouse p/CIP protein stability; Q05BA5; F442A p/CIP-EGFP cells, EGFP fluorescence, 16 h; decrease of EGFP signal, % at 10 µM; 290,000 compounds, 0.01% hits; AID 1984;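 active = EGFP signal decrease of at least 30% at 10 µM or well 3 SD below plate mean, unless failing retest; inactive = the rest, including hits failing retest or dose response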; also: some compounds called inactive have numbers as strong as hits; many of its hits are not listed in these tables
# M18AAP inhibitor: PfM18AAP enzyme inhibition | recombinant PfM18AAP, H-Glu-NHMec fluorogenic cleavage | inhibition, % at 7.35 µM | 290,000 compounds, 1.2% hits | AID 1822;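 active = inhibition above the campaign mean inhibition over all tested compounds plus 3 SD, cut at about 28% in these data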;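 also: 0% = plate median of test compound wells and 100% = 2 mM ZnCl2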
# IDE cell inh: cellular human IDE inhibition; P14735; HEK cells, FAbetaB cleavage, fluorescence polarization; inhibition, % at 5.59 µM; 320,000 compounds, 0.41% hits; AID 434962;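 active = percent inhibition above the average of all tested compounds plus 3 SD, set per screening campaign, cut at about 16% in these data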;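 also: IDE supplied by intact live HEK cells; FP after avidin binding of uncleaved biotin substrate so inhibition keeps polarization high; 0% = DMSO wells and 100% = 60 µM reference IDE inhibitor Ii1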
# GPR7 antag: human neuropeptides B/W receptor 1 antagonism. P48145. GPR7-expressing cells, fluorescence antagonist assay. inhibition, % at 4.4 µM. 290,000 compounds, 1.1% hits. AID 1861; in the data active = inhibition above about 16%, passing the limit was not always enough;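 also: cells stimulated with the agonist NPW; 0% = agonist with vehicle and 100% = vehicle without agonist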
# PHOSPHO1 block: blocks human PHOSPHO1 phosphatase activity; Q8TCT1; recombinant PHOSPHO1, absorbance phosphatase assay; inhibition, % at 13.3 µM; 290,000 compounds, 1.1% hits; AID 1565; in the data active = inhibition above about 60%
# VIM-2 inhibitor: inhibitors of Pseudomonas aeruginosa VIM-2 metallo-beta-lactamase | purified VIM-2, nitrocefin hydrolysis, epi-absorbance fluorescence | inhibition, % at 5.6 µM | 290,000 compounds, 0.89% hits | AID 1527;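 active = inhibition above the mean of all tested compounds plus 3 SD, cutoff set per screening run, cut at about 7.5% in these data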;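 also: red hydrolysis product quenches plate fluorescence so inhibitors raise well fluorescence; 0% = enzyme with DMSO and 100% = DMSO without enzyme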
# IMP-1 inhibitor: inhibitors of Pseudomonas aeruginosa IMP-1 metallo-beta-lactamase; purified IMP-1, nitrocefin hydrolysis, epi-absorbance fluorescence; AID 1556; inhibition, % at 5.6 µM; 290,000 compounds, 0.45% hits;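 active = inhibition above the mean plus 3 SD of all compounds in the same screening run, cut at about 4.5% in these data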;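 also: 0% = IMP-1 with DMSO and 100% = DMSO wells lacking enzyme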
#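 System – purified recombinant IMP-1 beta-lactamase · Input – IMP-1 dispensed at 0.2 nM · Timing – 15 min preincubation plus 25 min reaction at 25 °C · Signal – Epi-absorbance fluorescence, 480 nm excitation, 530 nm emission · Measure – percent IMP-1 inhibition derived from blank-referenced optical density · Controls – Enzyme-plus-DMSO low control, enzyme-free DMSO high control · Replication – singlicate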
# An asterisk follows results filed as active; nt = no result given.
SMILES,NALP1 inh,IDE act,pCIP destab,M18AAP inhibitor,IDE cell inh,GPR7 antag,PHOSPHO1 block,VIM-2 inhibitor,IMP-1 inhibitor
CC(=O)C1=C(O)C(=O)N(Cc2ccccc2)C1c1ccccc1F (stereo unspecified),-4,-2,-12,-2,1,-10,-29,0.0,-3.8
COc1ccc(C(=O)C2CCCN(C(=O)CCc3scnc3C)C2)c(C)c1 (stereo unspecified),-8,3,-4,-5,-3,-3,3,-2.4,-1.5
CC(=O)c1ccc(NC(=O)N2CCN(c3cccc(Cl)c3)CC2)cc1,16,0,-6,1,3,-5,-11,0.8,-0.1
Cn1c(=O)cc(OCCCC(=O)NCc2cccnc2)c2ccccc21,8,3,-8,-8,2,15,-3,0.3,-0.4
CC[C@H]1OC(=O)[C@H](C)[C@@H](O[C@H]2C[C@@](C)(OC)[C@@H](O)[C@H](C)O2)[C@H](C)[C@@H](O[C@@H]2O[C@H](C)C[C@H](N(C)C)[C@H]2O)[C@](C)(O)C[C@@H](C)C(=O)[C@H](C)[C@@H](O)[C@]1(C)O,4,8,-10,-5,-1,-6,25,-3.9,-4.5
CN1CCCN(C(=O)c2cc(=O)[nH]c3ccccc23)c2nc3ccccc3nc21,6,-2,-14,10,4,11,-3,-4.7,-2.8
O=C(CSc1nnc(CNC(=O)c2c(F)cccc2F)o1)Nc1ccc2c(c1)OCO2,-6,1,2,7,2,-4,5,-0.8,-1.2
O=[N+]([O-])c1cc(-c2ccc(/C=N/n3cnnc3)o2)ccc1Cl,-5,-2,2,18,1,-10,36,44*,-0.3
Cc1cc(C)n(CCCN2C(=O)c3cccc4cccc(c34)C2=O)n1,4,0,-1,-2,-4,-16,24,-0.7,-3.4
CCCCSc1nc2sc3c(c2c(=O)n1-c1ccc(C)cc1)CCN(C)C3,19,5,-18,3,nt,-19,26,-2.5,-2.0
CN1CCN(C2=C(Cl)C(=O)N(c3ccc(Cl)c(Cl)c3)C2=O)CC1,-4,2,-8,6,-2,0,11,-3.5,-2.0
C/C(=N/Oc1nc(C)cc(C)n1)c1ccc(F)cc1,-20,7,0,-3,0,-3,-2,-2.5,-2.9
Cc1ccc(-n2nc(C)c3c(C)c(CCC(=O)O)c(C)nc32)cc1,4,-1,6,-3,4,3,6,0.1,-1.0
N#Cc1c(N2CCOCC2)nsc1-c1ccccc1,27,0,-4,-2,7,-7,34,-0.7,-1.5
C=C1CSc2nc(=O)c3c(C)c(C)sc3n21,11,-2,-7,0,nt,-6,5,20*,2.0
O=C(O)c1cc([N+](=O)[O-])ccc1N1CCC(Cc2ccccc2)CC1,37,-1,0,5,0,-1,-2,-2.1,-2.5
CCCCc1c(C)nc2cc(-c3ccco3)[nH]n2c1=O,-3,5,-11,5,0,-2,29,-1.9,-3.6
CCCOc1ccc(CNC(=O)Cc2cccs2)cc1,15,2,-10,-4,-1,-10,26,-1.3,-1.5
Cc1cc(Nc2ccccc2C(=O)O)nc2nc3ccccc3c(=O)n12,36,1,3,-9,-2,-4,35,-1.9,0.7
CN(c1ccccc1C(N)=O)S(=O)(=O)c1ccccc1,5,-4,-1,-6,1,-11,8,-1.3,-2.0
Cc1cc(NC(=O)CN2CCCCC2C)no1 (stereo unspecified),4,4,-2,-2,-3,-2,-2,0.9,-1.1
O=S(=O)(c1cccc(C(F)(F)F)c1)N1CCC(O)(c2cccnc2)CC1,-6,6,-15,-1,2,-6,15,-3.3,-1.8
Cn1c(SCC(=O)NC2CCCCC2)nnc1-c1ccccn1,16,6,-8,-12,-3,-12,9,1.1,0.0
CC(=O)N(CN1C(=O)c2ccccc2C1=O)c1cccc(C)c1,-4,6,-2,-4,-2,11,10,-0.2,-1.2
COc1cccc(N(C(=O)Cn2nnc(-c3cccs3)n2)C(C(=O)NC2CCCCC2)c2ccncc2)c1 (stereo unspecified),-2,3,-3,6,5,-3,-20,-0.4,-2.0

# An excerpt from above, reduced to IDE act:
SMILES	IDE act
C=C1CSc2nc(=O)c3c(C)c(C)sc3n21	-2
O=C(O)c1cc([N+](=O)[O-])ccc1N1CCC(Cc2ccccc2)CC1	-1
CCCCc1c(C)nc2cc(-c3ccco3)[nH]n2c1=O	5
CCCOc1ccc(CNC(=O)Cc2cccs2)cc1	2

# Compound profiles (already shown). Screens in order: NALP1 inh | IDE act | pCIP destab | M18AAP inhibitor | IDE cell inh | GPR7 antag | PHOSPHO1 block | VIM-2 inhibitor | IMP-1 inhibitor
# CCCOc1ccc(CNC(=O)Cc2cccs2)cc1 in the list: 15 | 2 | -10 | -4 | -1 | -10 | 26 | -1.3 | -1.5
# Cc1cc(C)n(CCCN2C(=O)c3cccc4cccc(c34)C2=O)n1 in the list: 4 | 0 | -1 | -2 | -4 | -16 | 24 | -0.7 | -3.4
# O=S(=O)(c1cccc(C(F)(F)F)c1)N1CCC(O)(c2cccnc2)CC1 in the list: -6 | 6 | -15 | -1 | 2 | -6 | 15 | -3.3 | -1.8

# The results go on:
SMILES,NALP1 inh,IDE act,pCIP destab,M18AAP inhibitor,IDE cell inh,GPR7 antag,PHOSPHO1 block,VIM-2 inhibitor,IMP-1 inhibitor
O=C(O)CCCC(=O)Nc1ccc(-n2ccc(C(F)(F)F)n2)cc1,nt,3,-2,-1,2,-3,32,-0.6,-2.9
CCC(C)NC(=O)CCC(=O)NNc1nc2ccccc2c2nc(C)nn12 (stereo unspecified),-11,3,-8,19,3,-7,1,-3.1,-3.5
Clc1ccc(-c2nnc(C3CCCCC3)o2)cc1,18,4,-43,4,-2,-9,8,-1.9,-3.4
CC(=O)c1cc(C#N)c(N(C)Cc2ccccc2)nc1C,0,8,-4,-7,-3,-17,29,-2.7,-2.8
N#C/C(=C\c1cn(Cc2ccccc2F)c2ccccc12)C(=O)NCc1ccco1,nt,-1,4,4,2,-2,14,-2.7,-3.0
O=C(Cn1ncn2nc(-c3ccccc3)cc2c1=O)NCc1ccccn1,-21,0,-12,3,1,9,49,-4.6,-2.2
COc1ccccc1CCNC(=O)C(=O)NCC1OCCN1S(=O)(=O)c1cc(F)ccc1F (stereo unspecified),-32,4,-5,6,2,-4,25,-0.4,-3.1
Cc1ccc(C(c2nnnn2C2CCCC2)N2CCN(c3nc4ccccc4s3)CC2)cc1 (stereo unspecified),nt,3,nt,-2,-5,-13,nt,-4.2,-1.6
Cc1sc2ncnc(SCC(=O)NC3CCCC3)c2c1C,2,1,-3,6,9,5,15,-0.3,-3.6
CCC(CC)Nc1ccc(C(CC(N)=O)NC(=O)Cc2ccc(Br)cc2)cc1[N+](=O)[O-] (stereo unspecified),nt,2,-4,nt,-2,nt,6,nt,nt
CCn1c(=O)c2cc(C(=O)N3CCN(C)CC3)sc2c2ccccc21,32,-5,-1,6,5,-16,10,9.0*,-2.4
Cn1cnnc1SCC(=O)Nc1ccccc1,-55,7,2,-4,-1,-3,0,-2.9,-2.2
CN(Cc1c(C(=O)N2CCCCCCC2)nc2ccc(Cl)cn12)C1CCOC1 (stereo unspecified),10,1,-15,-13,nt,-12,23,-0.7,-3.0
COC(=O)NC1c2ccccc2Oc2ccc(C)cc21 (stereo unspecified),13,2,-10,-2,-4,-7,32,-1.2,-1.1
C=CCSc1nc2c(cnn2-c2ccc(C)c(C)c2)c(=O)[nH]1,12,2,-7,-2,7,-5,-5,-2.1,-2.0
Cc1ccc(-n2ncc3c2CC(C)(C)CC3NC(=O)c2ccc[n+]([O-])c2)cc1 (stereo unspecified),13,-9,-13,-1,1,-2,23,-1.6,-2.2
COCCNc1nc(C)cc(-c2cc(C(=O)NC3CCCC3)on2)n1,nt,4,0,nt,3,nt,0,nt,nt
COc1ccc(OC)c(NC(=O)C2C3CC4OC(=O)C2C4C3)c1 (stereo unspecified),7,-1,-40,3,2,1,4,-2.3,-1.5
COC(=O)c1ccc(S(=O)(=O)NCc2ccc(OC)cc2)n1C,10,5,0,-12,7,0,2,-0.5,0.2
CC(=O)Nc1c(C(=O)N2CCOCC2)sc2nc3c(cc12)COC(C)(C)C3,14,-2,-48,1,-7,-15,-22,-7.0,-3.6
CC(CN1CCOCC1)OC(=O)c1cccs1 (stereo unspecified),21,8,-40,3,9,-5,23,-0.3,-2.7
O=C(NCCN1CCCCCC1)C1CCCN1S(=O)(=O)c1cccc2nsnc12 (stereo unspecified),nt,9,2,-8,7,-4,14,-2.3,-4.3
CCCOC(=O)c1ccc(-c2ccc(C=O)o2)cc1,34,-3,-9,-5,1,1,10,-2.0,-1.8
COc1ccc(N2CCN(CCNC(=O)c3c(C)cc(=O)oc3C)CC2)cc1,28*,-4,-18,5,-3,-10,-106,-4.2,-3.1
Cc1c(/C=N\NC(=O)c2cc3ccccc3o2)c2ccccc2n1C,2,-5,5,1,6,-6,-125,-4.2,-2.2

# The listing continues.
SMILES,NALP1 inh,IDE act,pCIP destab,M18AAP inhibitor,IDE cell inh,GPR7 antag,PHOSPHO1 block,VIM-2 inhibitor,IMP-1 inhibitor
Cc1cc(C)c2c(=O)[nH]n(C3CC(C)N(C)CC3C)c2n1 (stereo unspecified),5,4,6,-11,4,-1,-38,-1.6,-4.2
CCC(=O)N1C(=O)C2(Nc3ccccc3N2)c2ccccc21,14,nt,0,7,-11,5,-14,-1.6,-1.6
C[N+]12CCCCC1[C@@H](CO)CCC2 (stereo partly specified),nt,-4,-3,3,9,4,-16,-3.0,-2.5
CCN(CC)C(=O)CSc1nnc([C@@H](NC(=O)OC(C)(C)C)C(C)C)o1,-2,9,-6,6,2,-10,22,-1.1,-2.7
CN(C)c1c(F)cc(C(=O)NCc2ccccc2)cc1F,-1,-5,-7,7,-1,-9,17,0.9,-3.7
CC(C)(C)C1CCC(C(=O)NCC(c2cccs2)N2CCOCC2)CC1 (stereo unspecified),10,10,-9,-1,-3,3,32,-0.7,-3.8
COc1ccc(-n2c(SCc3nnc(-c4ccccc4)o3)nnc2-c2ccccc2)cc1,-7,-4,-10,9,2,1,14,-4.5,-3.6
Cc1cccc(N(C(=O)CCC(=O)Nc2cc(C)on2)C(C(=O)NC2CCCC2)c2ccncc2)c1 (stereo unspecified),-7,11,0,9,1,1,-12,4.9,-0.1
CN(c1cccc2cccnc12)S(=O)(=O)c1ccccc1,9,5,-2,0,0,-9,8,-0.3,-2.1
